HCMV inh = inhibitors of human cytomegalovirus | HFF cells, HCMV-luciferase reporter, 72 h; active compounds read low | activity change, negative = inhibition, % at 57.5 µM | actives 4.5% (n = 410,000) | AID 1259415; in the data active = activity change below about -60%; inconclusive = no clear call, values can overlap the other calls; inactive = above about -39%
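After 16 h attachment at 37C, HFF cells received test compound and HCMV-luciferase (1 PFU/cell); reporter luminescence read 72 h later, data normalized against buffer-only and known inhibitor Salinomycin.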
FBPA Giardia inh = blocks Giardia fructose-bisphosphate aldolase activity; actives 0.71% (n = 290,000); purified Giardia FBPA; A8B2U2; Potency, µM (highest dose often 59.6 µM), for the others: top-dose activity, negative = inhibition, actives largely listed as inhibitors; also: potency is read from the fitted curve at half-maximal effect; nearly all actives have a fitted effect of over 55% in size
Target sequence (A8B2U2 whole entry, looked up): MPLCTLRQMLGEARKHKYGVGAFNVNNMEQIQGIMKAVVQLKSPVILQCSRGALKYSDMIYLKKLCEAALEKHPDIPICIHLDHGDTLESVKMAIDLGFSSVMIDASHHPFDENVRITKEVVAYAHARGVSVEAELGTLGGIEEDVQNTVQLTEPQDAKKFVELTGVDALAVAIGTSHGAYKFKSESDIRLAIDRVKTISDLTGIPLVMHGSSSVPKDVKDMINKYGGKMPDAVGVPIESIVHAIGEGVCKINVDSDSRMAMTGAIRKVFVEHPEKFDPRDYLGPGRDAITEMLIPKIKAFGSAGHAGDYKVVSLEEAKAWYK
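Giardia FBPA (40 nM reagent) was preincubated 10 min at RT with compound (up to 57.5 uM final), then substrate plus GAPDH/TPI/NAD/arsenate coupling system with diaphorase/resazurin was added; resorufin fluorescence (525/598 nm) was read after 20 min.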
Sm TGR inh = inhibitors of Schistosoma mansoni thioredoxin glutathione reductase; AID 485364; actives 3% (n = 360,000); Q962Y6; Potency, µM (top dose mostly 114 µM), for inactives: at the top dose activity change, negative = inhibition, most hits filed as inhibitors; purified TGR, DTNB reduction, TNB absorbance 405 nm; also: potency is read from the fitted curve at half-maximal effect; nearly all actives have a fitted effect of over 60% in size
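TGR 20 nM + NADPH 100 uM (dispensed conc.), cpd preinc 15 min RT; start with NADPH (500 uM addition) then DTNB (15 mM addition). Kinetic TNB absorbance, 405 nm filter. Four-parameter Hill fit across titration.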
AmpC no deterg = inhibitors of E. coli AmpC beta-lactamase without detergent | actives 0.52% (n = 330,000) | AmpC nitrocefin hydrolysis, absorbance 480 nm, 0.0001% Triton | Potency, µM (series often up to 57.1 µM), for inactives: at the highest dose activity change, negative = inhibition, actives largely listed as inhibitors;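 also: potency is read from the fitted curve at half-maximal effect; plate controls were no compound for no effect and no enzyme for full effect; nearly all actives have a fitted effect of over 20% in size; some results filed as inactive show a strong effect at the top dose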
Target sequence (P00811 whole entry, looked up): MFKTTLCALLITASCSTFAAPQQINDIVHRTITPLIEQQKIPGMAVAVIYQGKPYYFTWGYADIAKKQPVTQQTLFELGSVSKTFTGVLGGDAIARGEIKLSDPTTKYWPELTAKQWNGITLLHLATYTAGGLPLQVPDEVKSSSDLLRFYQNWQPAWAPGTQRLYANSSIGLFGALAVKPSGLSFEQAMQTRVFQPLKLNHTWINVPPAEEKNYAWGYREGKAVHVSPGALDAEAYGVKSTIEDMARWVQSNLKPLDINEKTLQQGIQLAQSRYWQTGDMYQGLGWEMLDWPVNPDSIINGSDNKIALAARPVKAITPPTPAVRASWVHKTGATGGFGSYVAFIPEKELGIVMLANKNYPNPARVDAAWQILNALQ
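AmpC (5.3 nM in the dispensed reagent) in 20 mM phosphate pH 7.0 with 0.01% (detergent screen) or 0.0001% Triton X-100 was preincubated with compounds for 15 min at room temperature. Nitrocefin was then added from an 800 uM solution, and hydrolysis was followed at 480 nm.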
HCV inhibitor = HCV inhibition; Huh7.5.1 HCVcc-Cre infection, luciferase reporter, 44 h; Potency, µM (titrated, usually from 41.8 µM), inactives show at the top dose activity change, negative = inhibition, actives largely listed as inhibitors; actives 3.4% (n = 340,000); also: potency is read from the fitted curve at half-maximal effect
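After 44 h co-culture of compound, cells and HCVcc-Cre (~0.5 moi), substrate is added for 15 min at room temperature and luciferase measured over 15 sec. Cells were seeded at 1,000/well and pre-cultured 4 h.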
AmpC inh detg = blocks E. coli AmpC beta-lactamase in detergent assay; actives 0.041% (n = 370,000); Potency, µM (top dose mostly 114 µM), inactives show at the highest dose activity change, negative = inhibition, usual class: inhibitors; AmpC hydrolysis of nitrocefin, absorbance 480 nm, 0.01% Triton;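 also: potency is read from the fitted curve at half-maximal effect; 0% = no-compound wells and -100% = no-enzyme wells; nearly all actives have a fitted effect of over 25% in size; some results filed as inactive show a strong effect at the top dose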
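AmpC (5.3 nM in the dispensed reagent) in 20 mM phosphate pH 7.0 with 0.01% (detergent screen) or 0.0001% Triton X-100 was preincubated with compounds for 15 min at room temperature. Nitrocefin was then added from an 800 uM solution, and hydrolysis was followed at 480 nm.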
* hit, by the source's call; ? = inconclusive; nt = not tested or not shown; [ ] = remark or other dose. Unless noted, calls follow the shape of the dose curve; as a rule, active = well fitted curve in the direction sought with a large enough effect; inconclusive = small, poorly fitted or top-dose-only effect, or another doubt; inactive = no such curve, though single readings can be large; an effect the other way counts as inactive or inconclusive. Unless noted, % is scaled to controls: 0 for no effect and ±100 for the full control effect.

SMILES,HCMV inh,FBPA Giardia inh,Sm TGR inh,AmpC no deterg,AmpC inh detg,HCV inhibitor
Cn1cnnc1SCC(=O)NC(=O)NCc1ccccc1,0,nt,4%,-6%,-14%,5%
Cc1ccc(S(=O)(=O)N(CC(=O)NCCSc2ccc(Cl)cc2)c2cccc(Cl)c2)cc1,23,nt,0%,nt,3%,nt
CCn1c(=O)cc(OCC(=O)Nc2ccc(C)c(F)c2)c2ccccc21,-4,nt,6%,nt,-1%,nt
O=C1CC(c2ccco2)Cc2nc(N3CCc4ccccc4C3)ncc21 (stereo unspecified),11,-7%,32µM*,-24%,?,-27%
CCN(CC(=O)Nc1cccc(F)c1)Cc1nc2ccccc2c(=O)[nH]1,-16,?,-10%,-6%,-2%,2%
COc1ccccc1NC(=O)c1c(C)oc2c1CCCC2,-11,-9%,0%,-56%,-3%,?
C=CCCC1(C)C(=O)N(c2ccccc2)c2ccccc21 (stereo unspecified),-5,-7%,7%,-9%,-4%,-24%
CCOC(=O)c1cc(OC(=O)c2ccc(OC)c(OC)c2)n(-c2ccccc2)n1,30,nt,-19%,nt,16%,nt
Cc1ccc(CNC(=O)CN2CCCN(Cc3ccc(F)cc3)S2(=O)=O)cc1,0,nt,-3%,nt,12%,nt
Cc1ccc(/C=C/C(=O)OC(C)C(=O)Nc2ccc(Cl)cn2)o1 (stereo unspecified),-25,-4%,13µM*,-54%,-13%,-19%
CCc1ccccc1OCC(=O)Nc1cccc(S(=O)(=O)NC2=NCCC2)c1,-8,nt,-5%,0%,-12%,?
O=C1Nc2ccc([N+](=O)[O-])cc2OC1CCN1CCCC1 (stereo unspecified),34,3%,2%,128%[activator],-1%,32%[activator]
CCOC(=O)c1cc(C)[nH]c(=O)c1C#N,4,?,11%,-17%,3%,9%
CC(/C=N/NC(=O)c1cc(C(C)C)[nH]n1)=C\c1ccccc1,-37,6%,-10%,-23%,-5%,?
COC(=O)c1cc2c(=O)c3ccccc3oc2nc1C,56,5%,1%,-15%,5%,-4%

SMILES,HCMV inh,FBPA Giardia inh,Sm TGR inh,AmpC no deterg,AmpC inh detg,HCV inhibitor
CC(=O)Nc1cccc(S(C)(=O)=O)c1,-21,5%,-5%,-9%,-14%,13%
Cc1csc(SCc2ccc(C(=O)O)cc2)n1,1,11%,0%,-10%,-2%,2%
O=C(NCc1cccnc1)Nc1ccccc1Cl,-2,nt,1%,-7%,?,15%
CCN1C(=O)C(C)S/C1=N\S(=O)(=O)c1ccc(F)cc1 (stereo unspecified),-25,1%,-8%,-3%,-3%,-11%
COc1ccc(NC(=O)CN(C)CC(=O)NCC2CCCCC2)cc1,-27,nt,2%,7%,?,9%
CCC(CC)c1nnc(NS(=O)(=O)Cc2ccccc2)s1,-24,19%,1%,0%,-1%,12%
CCOc1ccc(CNC(=O)c2ccc3c(c2)c(C)c(C)n3C)cc1,0,nt,-5%,nt,-3%,nt
Cc1cc(C)cc(NC(=O)c2cn3c4c(ccc(Cl)c4c2=O)OC(C)C3)c1 (stereo unspecified),20,nt,-1%,nt,15%,nt
Cc1ccc(NC(=O)Cn2cc(S(=O)(=O)c3ccc(F)cc3)c(=O)c3cc(F)ccc32)cc1,-11,-2%,-11%,-23%,?,17%
COc1ccccc1NC(=O)COC(=O)Cc1cccs1,-13,4%,1%,-17%,2%,4%
Cc1ccc(CC(=O)NCCS(=O)c2ccc(C)cc2)cc1 (stereo unspecified),27,1%,8%,12%,5%,5%
CC(C)(C)c1ccc(C(=O)N/C(N)=N/c2nc3ccccc3o2)cc1,nt,8%,5%,-14%,4%,15%
N#Cc1nc(Cc2ccccc2)oc1N1CCC(C(N)=O)CC1,14,5%,-25%,-18%,?,10%
O=C(O)CC1(CC(=O)Nc2ccc3c(c2)OCCCO3)CCCCC1,27,-1%,2%,-29%,-2%,16%
CC1CN(C(c2ccco2)c2sc3ncnn3c2O)CC(C)O1 (stereo unspecified),7,?,0%,-8%,?,16%

In another format: entries from further up.
> Cc1ccc(NC(=O)Cn2cc(S(=O)(=O)c3ccc(F)cc3)c(=O)c3cc(F)ccc32)cc1
  HCMV inh: -11
  FBPA Giardia inh: -2%
  Sm TGR inh: -11%
  AmpC no deterg: -23%
  AmpC inh detg: ?
  HCV inhibitor: 17%
> Cc1ccc(S(=O)(=O)N(CC(=O)NCCSc2ccc(Cl)cc2)c2cccc(Cl)c2)cc1
  HCMV inh: 23
  FBPA Giardia inh: nt
  Sm TGR inh: 0%
  AmpC no deterg: nt
  AmpC inh detg: 3%
  HCV inhibitor: nt
> CC1CN(C(c2ccco2)c2sc3ncnn3c2O)CC(C)O1 (stereo unspecified)
  HCMV inh: 7
  FBPA Giardia inh: ?
  Sm TGR inh: 0%
  AmpC no deterg: -8%
  AmpC inh detg: ?
  HCV inhibitor: 16%

Next part:
SMILES,HCMV inh,FBPA Giardia inh,Sm TGR inh,AmpC no deterg,AmpC inh detg,HCV inhibitor
O=S(=O)(Nc1ccccc1)c1ccc(NS(=O)(=O)c2cccs2)cc1,8,4%,8%,-31%,-9%,14%
Cc1ccc(S(=O)(=O)c2nc(-c3cccs3)oc2N2CCC(C(N)=O)CC2)cc1,18,nt,nt,-13%,nt,7%
COC(=O)COc1ccc(S(=O)(=O)N2CCN(c3ccccc3F)CC2)cc1,-15,12%,0%,21%,?,21%
COC(=O)CCC(=O)NC(=S)Nc1c(C)cccc1C,20,1%,-2%,-5%,-1%,3%
O=C(Nc1ccccc1NC(=O)c1c(F)c(F)c(F)c(F)c1F)c1c(F)c(F)c(F)c(F)c1F,51,-1%,3%,-14%,1%,?
Cc1coc(NC(=O)CSc2nc(-c3ccncc3)cc(C(F)(F)F)c2C#N)n1,-27,5%,9%,-10%,-4%,?
COCCNC(=O)c1onc(CSc2ccc(C(C)C)cc2)c1C(=O)O,4,?,-12%,-25%,-2%,-12%
CCCc1cc(NC(=O)COC(=O)c2ccc(O)cc2O)n(-c2ccccc2)n1,0,nt,nt,-14%,nt,11µM*
CC(C)c1ccc(OCc2cccc(C(=O)N/N=C/c3cccnc3)c2)cc1,171,-4%,5%,107%[activator],2%,?
FC(F)(F)c1nnc2ccc(Sc3ccccn3)nn12,31,3%,nt,-1%,6%,22%
O=C(Cn1nnc(-c2cccc(C(F)(F)F)c2)n1)NNS(=O)(=O)c1cccc(C(F)(F)F)c1,8,5%,1%,-14%,?,14%
CCOc1cc(C2C3=C(CC(C)(C)CC3=O)N(CCOC)C3=C2C(=O)CC(C)(C)C3)ccc1OC,-21,-3%,-8%,90%[activator],?,7%
Cc1ccc(OCC(=O)N2CCc3ccccc3C2)cc1,1,4%,7%,-1%,-3%,2%
O=C(OCC(O)C(O)COC(=O)c1ccccc1)c1ccccc1 (stereo unspecified),4,-12%,-2%,3%,-2%,-12%
O=C(Cn1cnc2ccccc21)N/N=C/c1ccc([N+](=O)[O-])cc1,-26,-1%,-2%,-14%,-3%,-9%

SMILES,HCMV inh,FBPA Giardia inh,Sm TGR inh,AmpC no deterg,AmpC inh detg,HCV inhibitor
Cc1cc2nnc(SCCCCN3C(=O)c4ccccc4C3=O)n2c2ccccc12,nt,0%,6%,-14%,-2%,nt
O=C1N=NC2=C1c1c3ccccc3c(O)n1CC2,-1,-11%,3%,-8%,5%,15%
CN(CC(=O)NCc1cccc(F)c1)C(=O)c1ccco1,19,6%,1%,-12%,-12%,13%
CC(=O)Oc1ccc(N(C(C)=O)S(=O)(=O)c2ccc(C)cc2C)c2ccccc12,-34,2%,-3%,2%,-13%,?
COc1ccc(C(=O)Nc2ccc(C3=NNC(=O)CC3C)cc2NC(=O)c2ccc(OC)cc2)cc1 (stereo unspecified),8,-5%,4%,128%[activator],4%,10µM*
COc1ccc(N2CCN(CC(O)c3c[nH]c4ccc(OC)cc34)CC2C)cc1 (stereo unspecified),?,-9%,-21%,33%,-11%,?
CC(CN1CCCCC1)C(=O)NN (stereo unspecified),10,-8%,-2%,-15%,-16%,18%
N/N=C(\c1ccccc1)c1cc(Cl)ccc1N,-16,15%,2%,-31%,?,-6%
CC1=C(C(=O)OC2CCCCC2)C(c2ccc(O)cc2)NC(=O)N1 (stereo unspecified),4,4%,8%,-48%,-13%,8%
COC(=O)CSc1nc(SCc2ccccc2Cl)nc2c1CCCC2,-24,3%,7%,-12%,3%,1%
Cc1cc(C)cc(OCC(=O)Nc2nonc2NC(=O)COc2cc(C)cc(C)c2)c1,27,1%,-13%,-28%,-4%,?
COc1ccc(/C(C)=N/Nc2nc3ccccc3nc2C)cc1,-1,?,-31%,12%,-4%,13µM*
CN1CCN(C(=O)CSc2nc3ccc(NC(=O)c4ccccc4F)cc3s2)CC1,39,0%,-14%,63%[activator],-4%,?
O=c1cc(C(F)(F)F)[nH]c2c(OC(F)(F)F)cccc12,-95*,-11%,1%,-20%,-6%,11%
COCc1cc(=O)[nH]c(SCC(=O)c2ccccc2)n1,4,-15%,1%,-8%,-6%,14%

SMILES,HCMV inh,FBPA Giardia inh,Sm TGR inh,AmpC no deterg,AmpC inh detg,HCV inhibitor
CCc1ccc(NC(=O)CSc2nc(-c3ccc(C)cc3)nc3c2Cc2c(CO)cnc(C)c2O3)cc1,54,nt,?,-19%,?,nt
CC1CCCN(S(=O)(=O)c2cc(Cl)ccc2Cl)C1 (stereo unspecified),34,-5%,-8%,-19%,-12%,13%
CC(=O)c1cccc(NC(=O)Nc2c(C)nn(C)c2C)c1,?,-8%,1%,-13%,-2%,8%
CC1CCN(C(=S)c2ccc(N(C)C)cc2)CC1,-20,-8%,0%,-17%,-6%,?
CCOC(=O)c1cnc2c(cnn2C)c1Oc1ccc(OC)cc1,-11,-9%,-9%,21%,-4%,-2%
CSc1ccc(/C=N/NC(=O)CN2CCN(Cc3ccc(C)cc3)CC2)cc1,16,3%,-6%,28%,0%,3%
O=C(N/N=C/c1c[nH]c2ccccc12)C1COc2ccccc2O1 (stereo unspecified),-27,0%,-8%,-29%,1%,?
COc1ccc(OCC(=O)N/N=c2\oc3c(OC)cccc3cc2C(N)=O)cc1,-17,2%,3%,-13%,-7%,32%[activator]
Cn1nccc1C(=O)NC1CCCc2c1cnn2-c1cc(F)cc(F)c1 (stereo unspecified),-23,nt,-10%,24%,-1%,?
COc1cc(/C=N/NC(=S)NC(C)C)ccc1OCC(=O)Nc1c(C)cc(C)cc1C,6,-5%,-3%,4%,6%,-4%
C=CCSc1nc2ccccc2n1S(=O)(=O)c1ccc(C)cc1,51,?,0%,-27%,0%,2%
COc1cc(NC(=O)Cc2ccc(S(=O)(=O)N3CCOCC3)s2)c(OC)cc1Cl,-2,nt,?,85%[activator],-5%,6%
O=C(C1=C[C@@H]2[C@H]3C(=O)N(c4cccc(Cl)c4)C(=O)[C@H]3[C@@H](C(=O)c3ccc(Cl)cc3)N2C=C1)c1ccccc1,nt,-15%,22µM*,13µM*,-10%,7%
Cc1cc(/C=C2\SC(=S)NC2=O)c(C)[nH]1,5,-4%,nt,-48%,-7%,?
COC(=O)c1cc2oc(C)cc2n1Cc1ccccc1Cl,-6,nt,-4%,nt,16%,nt
Cc1oc(-c2ccccc2Cl)nc1CS(=O)CC(=O)N1CCN(c2cccc(C(F)(F)F)c2)CC1 (stereo unspecified),?,nt,-26%,nt,8%,nt

Assay outcomes from PubChem.

Random draw from the library. About 9.9% of those tested had a hit in this group.
